S-ASM inh: human S-ASM enzyme inhibition. P17405. placental ASM, HMU-PC fluorogenic substrate, 60 min. Potency, µM (doses to about 57.5 µM), inactives show top-dose activity change, negative = inhibition, hits mostly inhibitors. hit rate 0.006% among 340,000. AID 504937; also: potency is read from the fitted curve at half-maximal effect
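Steps: dispense placental human ASM, pin compound, wait 10 min at room temperature, add HMU-PC0 substrate at 9 uM final, incubate 60 min at 37 °C, add stop solution raising pH to 10, read fluorescence.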
A-T KAP1 phos: potential ataxia-telangiectasia treatments restoring KAP-1 phosphorylation; […] A-T fibroblasts, KAP-1 phosphorylation AlphaLISA; neocarzinostatin DNA damage 30 min before lysis; Potency, µM (titrated, usually from 57.5 µM), inactives show top-dose activation, actives largely listed as activators; hit rate 0.19% among 320,000; AID 485349; also: potency is read from the fitted curve at half-maximal effect; % of control where 0% means no effect; nearly all actives have a fitted effect of over 45% in size
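ATM-like activity read as KAP-1 phosphorylation via AlphaLISA donor/acceptor antibody pairs after lysis and 6 hr at 25C. Cells were ATM-null patient fibroblasts ([…], hTERT), dosed 60 min, then exposed to the DSB inducer NCS for 30 min.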
MBNL1-CUG inh: inhibitors of human MBNL1 binding to CUG repeat RNA | hit rate 0.036% among 280,000 | Potency, µM (highest dose often 57.5 µM), inactives show at the top dose activity change, negative = inhibition, most hits filed as inhibitors | Q9NR56 | TR-FRET MBNL1-His/biotin-(CUG)12 binding, 665/545 ratio | AID 2675; active = well fitted inhibition curve with a large enough effect in the signal ratio, with a control signal flat, not every such curve was filed as active; inconclusive = small, poorly fitted or top-dose-only effect, or effect the other way, or a change in a side signal; inactive = no such curve, though single readings can be large or run the other way; the % refers to the signal ratio; also: potency is read from the fitted curve at half-maximal effect; % is scaled to controls: 0 for no effect and ±100 for the full control effect
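MBNL1-His + Biotin-(CUG)12, cpd titration 92 nM–58 uM; Tb anti-His Ab 0.055 ng/ul, SA-XL665 5 nM (final); 60 min RT; ratiometric 665/545 nm, Ex 340 nm; normalized to buffer and full-complex controls.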
Menin MLL FP TR: inhibitors of human menin-MLL interaction, mutant MLL peptide; AID 1768; hit rate 0.23% among 270,000; O00255; Menin + Texas Red MLL mutant peptide, fluorescence polarization; Potency, µM (series often up to 61.6 µM), without a hit: at the highest dose FP activity change, negative = inhibition, most hits filed as inhibitors; active = well fitted inhibition curve with a large enough effect in the polarisation, with a control signal flat, not every such curve was filed as active; inconclusive = small, poorly fitted or top-dose-only effect, or effect the other way, or a change in a side signal; inactive = no such curve, though single readings can be large or run the other way; the % refers to the polarisation; also: potency is read from the fitted curve at half-maximal effect; % of control where 0% means no effect; many of its hits are not listed in these tables
Target sequence (O00255 whole entry, looked up): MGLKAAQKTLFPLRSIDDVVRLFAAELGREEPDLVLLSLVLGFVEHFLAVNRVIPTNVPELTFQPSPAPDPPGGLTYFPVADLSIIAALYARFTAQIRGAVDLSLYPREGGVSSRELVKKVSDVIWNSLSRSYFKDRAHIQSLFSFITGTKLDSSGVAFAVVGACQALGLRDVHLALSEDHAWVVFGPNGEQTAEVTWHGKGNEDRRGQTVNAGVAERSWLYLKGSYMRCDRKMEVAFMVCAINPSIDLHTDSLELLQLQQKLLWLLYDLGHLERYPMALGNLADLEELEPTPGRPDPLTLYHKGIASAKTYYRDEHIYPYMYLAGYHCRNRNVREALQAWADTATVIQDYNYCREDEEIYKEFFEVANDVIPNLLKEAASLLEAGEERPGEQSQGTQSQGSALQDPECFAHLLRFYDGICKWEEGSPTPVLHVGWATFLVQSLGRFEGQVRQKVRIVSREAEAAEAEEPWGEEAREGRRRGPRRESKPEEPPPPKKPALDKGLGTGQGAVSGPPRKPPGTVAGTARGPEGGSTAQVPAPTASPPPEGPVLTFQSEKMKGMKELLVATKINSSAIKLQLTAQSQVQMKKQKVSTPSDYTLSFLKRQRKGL
CXXC DNA block: blocks binding of human MLL CXXC domain to DNA. Q03164. MLL-CXXC / FITC-HOXA9 DNA fluorescence polarization. Potency, µM (highest dose often 115 µM), inactives show at the top dose activity change, negative = inhibition, most hits filed as inhibitors. hit rate 0.037% among 290,000. AID 2662; active = well fitted inhibition curve with a large enough effect in the polarisation, with a control signal flat, not every such curve was filed as active; inconclusive = small, poorly fitted or top-dose-only effect, or effect the other way, or a change in a side signal; inactive = no such curve, though single readings can be large or run the other way; the % refers to the polarisation; also: potency is read from the fitted curve at half-maximal effect
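Purified MLL-CXXC (added from a 7 uM solution) was preincubated 5 min at ambient with pinned compounds in 50 mM Tris-HCl pH 7.5, 50 mM NaCl, 1 mM DTT, 0.05% BSA. Fluorescein-labeled HOX-A9 DNA (50 nM solution) followed, 30 min, then polarization read.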
Mito fusion act: blocks mitochondrial division or promotes mitochondrial fusion; Potency, µM (highest dose often 46.1 µM), inactives show at the top dose growth rescue (activation), usual class: activators; hit rate 0.23% among 320,000; S. cerevisiae fusion-defective mutant growth rescue, CellTiterGlo 48 h; AID 485298;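 also: potency is read from the fitted curve at half-maximal effect; % of control where 0% means no effect; nearly all actives have a fitted effect of over 45% in size; temperature-sensitive fusion mutants such as fzo1-1 at 37 °C on non-fermentable ethanol glycerol medium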
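S. cerevisiae fusion-defective temperature-sensitive mutants (e.g. fzo1-1, mgm1-5) grown 48 h at 37C in YPEG (ethanol/glycerol non-fermentable) medium with 23 nl compound per well; growth rescue read as CellTiterGlo luminescence.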
TCR act: T cell receptor activation; primary human leukocytes, anti-CD3, IL-2 HTRF, 48 h; Potency, µM (titrated, usually from 9.22 µM), inactives show top-dose activation of IL-2 secretion, usual class: activators; 330,000 tested, under 10 active; AID 504894; also: % of control where 0% means no effect
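48 hr co-incubation of compounds, a-CD3 beads and primary human leukocytes; IL-2 quantified homogeneously by HTRF with anti-IL-2 K and d2 conjugates.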
TSHR antagonist: human thyrotropin receptor antagonism. P16473. TSHR-expressing cells, TSH-stimulated cAMP HTRF, 2 h; active compounds read low. activity change, negative = inhibition, % at 11.5 µM. hit rate 0.2% among 330,000;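 active = activity change below a set negative limit, meaning inhibition stronger than a set level, cut at about -70% in these data; inconclusive = activity change between two set negative limits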; also: % is scaled to controls: 0 for no effect and ±100 for the full control effect
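Competitive HTRF cAMP read-out (cryptate anti-cAMP antibody, cAMP-d2; 30 min, room temperature) in freshly harvested TSHR cells. Compounds added before TSH at EC80 (4nM final), followed by 2 hours' incubation at 37 deg C.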
TSG101-PTAP inh: blocks PTAP/TSG101 interaction to inhibit HIV-1 budding; 340,000 tested, under 10 active; Fluorescence polarization, FITC-PTAP peptide / Tsg101 binding; Q99816; Potency, µM (doses to about 115 µM), inactives show at the top dose activity change, negative = inhibition, hits mostly inhibitors; active = well fitted inhibition curve with a large enough effect in the main read-out, with a control signal flat, not every such curve was filed as active; inconclusive = small, poorly fitted or top-dose-only effect, or effect the other way, or a change in a side signal; inactive = no such curve, though single readings can be large or run the other way; also: potency is read from the fitted curve at half-maximal effect; % of control where 0% means no effect
Target sequence (Q99816 whole entry, looked up): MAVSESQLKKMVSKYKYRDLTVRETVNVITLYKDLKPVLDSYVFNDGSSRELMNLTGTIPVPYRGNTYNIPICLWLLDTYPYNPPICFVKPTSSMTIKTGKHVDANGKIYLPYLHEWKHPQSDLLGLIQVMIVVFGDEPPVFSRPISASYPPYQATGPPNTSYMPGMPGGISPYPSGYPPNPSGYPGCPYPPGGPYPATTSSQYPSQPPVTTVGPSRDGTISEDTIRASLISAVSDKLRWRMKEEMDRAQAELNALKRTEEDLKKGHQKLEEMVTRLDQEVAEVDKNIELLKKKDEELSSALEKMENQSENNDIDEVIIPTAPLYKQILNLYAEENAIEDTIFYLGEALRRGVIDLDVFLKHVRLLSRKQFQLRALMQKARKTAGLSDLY
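Fluorescence anisotropy tracks displacement of a FITC-tagged PTAP peptide (50 nM) from the Tsg101 binding domain (10 uM), following a 20 min room-temperature incubation at pH 7.5.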
a7 integrin act: activates integrin-mediated alleviation for muscular dystrophy; hit rate 0.064% among 350,000; alpha7betagal myoblasts, beta-gal FDG fluorescence, 48 h; Potency, µM (top dose mostly 38.3 µM), inactives show top-dose activation, actives largely listed as activators;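 also: potency is read from the fitted curve at half-maximal effect; 100% = response of the positive control SU9516; nearly all actives have a fitted effect of over 60% in size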
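Alpha7betagal+/- myoblasts (passage 13) were plated 16-24 hr, then exposed to compounds (1:260 dilution of DMSO stock) for 48 hours at 37C. After MPER lysis, β-galactosidase reporter activity was read as FDG fluorescence (ex 480/em 540) after 30 minutes.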
Starred values were filed as active, the others as inactive; ? = inconclusive; . = no result given; [ ] = remark or other dose. Unless noted, calls follow the shape of the dose curve; as a rule, active = well fitted curve in the direction sought with a large enough effect; inconclusive = small, poorly fitted or top-dose-only effect, or another doubt; inactive = no such curve, though single readings can be large; an effect the other way counts as inactive or inconclusive. The list is partial, so the mix of outcomes need not match the whole.

canonical_smiles	S-ASM inh	A-T KAP1 phos	MBNL1-CUG inh	Menin MLL FP TR	CXXC DNA block	Mito fusion act	TCR act	TSHR antagonist	TSG101-PTAP inh	a7 integrin act
Cc1cc(C)c2cc(CN(CCO)C(=O)Nc3ccc(Cl)cc3)c(=O)[nH]c2c1	?	-2%	3%	30%	-5%	22%	0%	4	-9%	-19%
COc1ccccc1CNS(=O)(=O)c1ccc2c(c1)CC(=O)N2C	1%	-2%	3%	4%	5%	0%	-3%	1	-6%	-11%
COC(=O)c1ccc(/C=N/Nc2nc(C)c(C)s2)cc1	2%	8%	.	.	-3%	-5%	-16%	25	0%	12%
COc1ccc(C2CC(c3ccccc3C)n3nc(N)nc3N2)cc1 (stereo not drawn)	3%	4%	-1%	1%	1%	3%	-4%	5	-2%	27%
Cc1c(C(=O)NCc2cccnc2)oc2ccc(S(=O)(=O)N3CCCC(C)C3)cc12 (stereo not drawn)	-3%	.	0%	7%	-2%	2%	-2%	.	-7%	-20%
CCN(CC)S(=O)(=O)c1ccc(Oc2cccc(C(C)=O)c2)nc1	2%	12%	-5%	-2%	4%	-1%	4%	8	-4%	-1%
COc1ccccc1N1CCN(C(=O)c2cc(-c3ccc(Cl)cc3)on2)CC1	-18%	3%	5%	?	3%	1%	0%	24	3%	20%
Cc1c(C(=O)Nc2nc3ccccc3[nH]2)cccc1[N+](=O)[O-]	6%	2%	8%	6%	10%	0%	-7%[46.1 µM]	5	-11%	14%
COC(=O)C1(Cc2cc(-c3cccnc3)no2)CCN(C(=O)OC(C)(C)C)CC1	0%	0%	-2%	0%	0%	4%	1%	19	2%	13%
COC(=O)CCC(=O)N(CCN(C(=O)CCC(=O)OC)c1ccccc1)c1ccccc1	2%	0%	-8%	-13%	11%	2%	-6%	2	-4%	?
CCCS(=O)(=O)N1CCCC(C(=O)NCCc2ccc(OC)c(OC)c2)C1 (stereo not drawn)	2%	-6%	-4%	21%	-3%	-4%	-8%	10	0%	16%
CC(=O)Nc1ccc(OCC(O)Cn2nc(C)c(C)c2C)cc1 (stereo not drawn)	9%	0%	-3%	-29%	-6%	-1%	-65%	7	0%	18%
NS(=O)(=O)c1ccc(CCn2c(=S)[nH]c3ccc(F)cc3c2=O)cc1	-1%	-2%	?	23%	1%	24%	-11%	-2	0%	-7%
CCCCN(CC)CCNC(=O)c1cc2c(=O)[nH]c3ccccc3c2n1C	0%	-2%	-11%	3%	3%	0%	-5%	-7	-2%	-18%
Cc1ccc(C)c(S(=O)(=O)N2CCN(CC(=O)NC(=O)NCc3ccccc3)CC2)c1	0%	-3%	5%	4%	-10%	0%	8%	13	-8%	11%
O=C(CSc1ncn[nH]1)Nc1ncc(C(F)(F)F)cc1Cl	0%	0%	-5%	-6%	5%	9%	2%	4	-3%	-7%
CC1CCC(C(C)C)C(OCC(O)CN2CCN(Cc3ccccc3)CC2)C1 (stereo not drawn)	0%	2%	10%	-17%	-3%	9%	3%	6	0%	-47%[inhibitor]
COc1cc(/C=C/C(=O)O)cc(S(=O)(=O)N(C)CCO)c1OC	4%	-4%	10%	-2%	8%	-2%	4%	4	-2%	26%
O=C(CCN1CCN(Cc2ccccc2)CC1)Nc1cccc(Br)c1	5%	-10%	-10%	3%	7%	-9%	-7%	5	0%	?
COC(=O)c1ccc(-c2ccc(Cl)cc2)nc1C	2%	31%	2%	5%	15%	6%	-1%[46.1 µM]	-4	-4%	-13%
CC(=O)N1N=C(c2cccc([N+](=O)[O-])c2)OC1(C)CC(=O)Nc1ccccc1 (stereo not drawn)	-1%	0%	?	1%	2%	-9%	0%[46.1 µM]	-6	-1%	1%
O=C1CC(Cc2ccccc2)C(=O)N1CCc1ccc2c(c1)OCO2 (stereo not drawn)	-2%	-6%	-6%	10%	-8%	3%	-2%	-7	-1%	3%
Cc1cc(C)c(-c2cc(NC(=O)COC(=O)c3ccc(NC(=O)CC#N)cc3)n(-c3ccccc3)n2)cc1C	-16%	17%	.	.	.	5%	0%	.	-1%	27%
C=CCSc1ncccc1C(=O)NCCc1ccc(Cl)cc1	-2%	0%	-7%	-2%	1%	-19%	3%	-1	0%	-5%
NS(=O)(=O)c1ccc(CCNC(=O)C(=O)c2cn(CC(=O)N3CCOCC3)c3ccccc23)cc1	0%	-5%	?	.	2%	-2%	-4%	-4	-2%	-16%
N#Cc1ccc2c(c1)C[C@]1(CCCCN3C(=O)c4ccccc4C3=O)OC3=C(C(=O)OC4(CCCCC4)C3)C2O1	.	6%[11.5 µM]	3%[11.5 µM]	-11%[11.7 µM]	-16%[23 µM]	0%[9.22 µM]	.	.	.	.
C=CCNC(=O)c1onc(CSc2ccc(F)cc2)c1C(=O)O	10%	2%	-7%	-1%	-11%	1%	6%	1	1%	7%
CCN1CNC(=S)N(C(C)c2ccccc2)C1 (stereo not drawn)	9%	4%	-12%	-16%	4%	-1%	5%[46.1 µM]	-4	0%	20%
O=C(O)C1CCCN1C(=O)OCC1c2ccccc2-c2ccccc21 (stereo not drawn)	5%	1%	.	.	6%	0%	-4%	-3	-9%	32%
COc1ccc(N(Cc2cc3cc(OC)ccc3[nH]c2=O)C(=O)C2CCCO2)cc1 (stereo not drawn)	34%	0%	-3%	?	-3%	1%	-5%	3	-1%	20%
O=C(CN1C(=O)NC2(CCc3ccccc3C2)C1=O)Nc1ccc(Cl)cc1F (stereo not drawn)	.	-2%	-9%	-6%	14%	-2%	1%[46.1 µM]	11	0%	4%
CC(C)C(NC(=O)c1ccc(C(C)(C)C)cc1)C(=O)Nc1ccc(N2CCOCC2)cc1 (stereo not drawn)	-5%	-2%	.	.	.	21%	-3%	14	-6%	31%
COc1ccccc1N1CCN(Cc2ccc(OC)c3ccccc23)CC1	0%	6%	-28%	-1%	-3%	14%	13%[46.1 µM]	12	0%	-10%
CC(C)(C)NC(=O)C(c1ccco1)N(Cc1ccc2c(c1)OCO2)C(=O)Cn1nnc2ccccc21 (stereo not drawn)	-2%	18%	-6%	-4%	-4%	?	-8%	-3	-4%	-10%
CONC(=O)C1CCN(C(=O)OCc2ccccc2)CC1	-3%	3%	1%	-13%	-7%	-12%	18%	3	0%	9%
O=C(CNc1ccc(Br)cc1)c1ccc(O)cc1	-1%	0%	18%	?	-4%	20%	4%	-1	-5%	0%
COc1cc(CN(C(=S)NCC(=O)NC2CCCC2)C2CCCC2)cc(OC)c1OC	3%	4%	6%	-4%	-4%	-4%	-2%[46.1 µM]	6	-4%	-11%
CSc1nc(C)cc(Oc2ccc(OCC(N)=O)nn2)n1	3%	0%	5%	5%	1%	6%	.	3	0%	-9%
CCc1nnc(NC(=O)C2CCN(c3ncnc4sc(C)c(C)c34)CC2)s1	1%	9%	.	.	.	-3%	-9%	-3	-1%	-6%
CN1C(=O)C(C)(C)c2cc(S(=O)(=O)NCC3CCC(C(=O)NC4CCCCC4)CC3)ccc21 (stereo not drawn)	1%	1%	-4%	-26%	6%	1%	6%	-11	-2%	-57%[inhibitor]
CC(=O)c1ccc(N2CCN(C(=O)C3CCN(C(=O)Nc4ccccc4)CC3)CC2)cc1	3%	-2%	.	.	.	-1%	-4%	-1	-6%	-3%
CS(=O)(=O)N(CC(=O)NCc1ccccc1)C1CCCCC1	3%	.	4%	-1%	2%	0%	0%[46.1 µM]	-4	-2%	-50%[inhibitor]
CN1CC2=Cc3ccccc3OC23Oc2ccccc2C=C3C1	2%	10%	12%	5%	-2%	0%	3%	-15	-11%	-20%
CCOc1ccc(CC(=O)Nc2sc(Cc3ccccc3)c(C)c2C(N)=O)cc1OCC	-1%	-1%	106%[activator]	26%	-4%	-2%	-1%	-7	7%	-10%
COc1ccc(N2CCN(/C(=N\S(=O)(=O)c3ccccc3)Nc3nc(C)cc(C)n3)CC2)cc1	-1%	-8%	-3%	-10%	9%	0%	4%	-3	1%	14%
Cc1nnc(SCCCCSc2nnc(C)c(=O)[nH]2)[nH]c1=O	0%	-1%	-25%	-1%	0%	-8%	1%	2	-1%	17%

Compound activity as filed in PubChem.
